NTR1 ag: agonists of NTR1, primary screen, imaging, U2OS cells, beta-arrestin-GFP, high content (AID 493036); P30989; NTR1-U2OS beta-arrestin-GFP spot imaging, agonist mode; activation, % at 20 µM; 330,000 compounds, 0.17% hits;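 active = activation at or above 40% of the spot to cytoplasm intensity ratio, with at least 20 cells analyzed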;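 note: 0% = DMSO without peptide and 100% = 100 nM NTR1 peptide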
Target sequence (P30989 whole entry, looked up): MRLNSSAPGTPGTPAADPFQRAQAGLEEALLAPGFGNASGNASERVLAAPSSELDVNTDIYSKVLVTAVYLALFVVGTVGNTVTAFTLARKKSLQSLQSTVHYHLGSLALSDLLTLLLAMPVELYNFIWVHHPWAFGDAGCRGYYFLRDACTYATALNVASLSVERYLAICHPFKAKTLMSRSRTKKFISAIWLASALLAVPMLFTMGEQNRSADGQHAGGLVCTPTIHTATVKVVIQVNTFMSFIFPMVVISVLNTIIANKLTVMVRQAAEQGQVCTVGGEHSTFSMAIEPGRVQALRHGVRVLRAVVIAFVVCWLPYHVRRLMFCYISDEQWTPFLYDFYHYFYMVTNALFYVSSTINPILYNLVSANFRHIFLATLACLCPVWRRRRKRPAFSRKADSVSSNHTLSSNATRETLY
NOD1 NF-kB reporter: inhibition of NOD1-driven NF-kB reporter – cell-based, luminescence, uHTS, primary screen (AID 1578); one-dose inhibition, % at 4 µM; EC50 in µM for titrated hits; 290,000 compounds, 1% hits; NOD1-driven NF-kB luciferase reporter cells, luminescence; higher % means a stronger effect; in the data active = inhibition mostly above about 36%, no sharp cut-off; inactive = mostly below about 34%;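 note: HEK-293T reporter cells stimulated with the NOD1 agonist gamma-tri-DAP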
KOR beta-arrestin-1: KOR agonists, beta-arrestin recruitment, primary screen, cell-based, luminescence, uHTS (AID 1777) | 280,000 compounds, 0.02% hits | KOR beta-arrestin recruitment, luminescence; higher % means a stronger effect | activation, % at 10 µM; hits with a dose series show EC50 in µM; in the data active = activation above about 50%, passing the limit was not always enough; note: a part of the inactive calls stands beside numbers as strong as those of hits
KOR beta-arrestin-2: KOR antagonists, beta-arrestin recruitment, cell-based, luminescence, uHTS (AID 1778); KOR beta-arrestin recruitment, luminescence, antagonist mode; higher % means a stronger effect; inhibition, % at 10 µM; hits with a dose series show IC50 in µM; 290,000 compounds, 0.091% hits; in the data active = inhibition above about 50%; note: strong numbers were not always called active
GPR35 arrestin U2OS: GPR35 antagonists blocking zaprinast-driven arrestin recruitment, primary screen, imaging, U2OS, beta-arrestin-GFP, zaprinast agonist (AID 2058). 290,000 compounds, 0.052% hits. U2OS GPR35 beta-arrestin-GFP translocation imaging, zaprinast antagonism; higher % means a stronger effect. inhibition, % at 10 µM; hits with a dose series show IC50 in µM;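 active = inhibition of at least 50% with at least 30 cells and total cytoplasm GFP at most 10,000,000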
UTI89 phage lysis: inhibition of K1F phage lysis, E. coli UTI89, bacterial capsule biogenesis inhibitors, alamar blue (AID 488966) | one-dose inhibition, % at 100 µM; IC50 in µM for titrated hits | E. coli UTI89 K1F phage lysis, alamar blue, 2 h; higher % means a stronger effect | 340,000 compounds, 0.02% hits;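 active = phage lysis inhibition, versus mean bacterial control, above a set limit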;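 note: capsule biogenesis inhibitors block K1F phage lysis so surviving cells raise fluorescence; higher fluorescence means more inhibition of phage lysis; actives were called in the ten point dose series up to 300 µM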
MgcRacGAP inhibition: MgcRacGAP GTPase-activating activity inhibitors, confirmation, biochemical, ADP Hunter fluorescence; MgcRacGAP-stimulated Rac1 GTP hydrolysis, ADP Hunter fluorescence; higher % means a stronger effect; GST-tagged Rac1 F28L mutant substrate; one-dose inhibition, % at 30 µM; IC50 in µM for titrated hits; 340,000 compounds, 0.6% hits;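 active = first-screen hits whose inhibition reached a set limit at any dose in the follow-up dose series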;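 note: fluorescence reports GDP produced by GAP-driven GTP hydrolysis; strong numbers were not always called active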
GPR55 antagonists: GPR55 antagonists blocking LPI-driven arrestin recruitment, primary screen, imaging, U2OS, beta-arrestin-GFP, LPI agonist (AID 2013). U2OS GPR55 beta-arrestin-GFP translocation imaging, LPI antagonism; higher % means a stronger effect. one-dose inhibition, % at 10 µM; IC50 in µM for titrated hits. 290,000 compounds, 0.13% hits;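 active = spots per cell inhibited over 60%, with over 100 cells counted and total cytoplasm intensity under 500,000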;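 note: U2OS cells stably carrying GPR55 and arrestin-GFP stimulated by 5 µM LPI near EC80; imaged beta-arrestin-GFP aggregate spots per cell after agonist stimulation; plate controls were LPI-stimulated DMSO wells for no effect and DMSO wells without LPI for full effect; some results filed as inactive read as strong as hits; confirmed hits need IC50 under 10 µM and bright autofluorescent wells are also inconclusive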
GPR55 beta-arrestin: selective activators of receptor GPR55 – imaging, U2OS cells, beta-arrestin-GFP redistribution, primary screen (AID 1961); activation, % at 10 µM; hits with a dose series show EC50 in µM; 290,000 compounds, 0.048% hits; U2OS GPR55 beta-arrestin-GFP redistribution imaging; higher % means a stronger effect;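 active = activation above 40% with more than 50 cells counted in the well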;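 note: U2OS osteosarcoma cells stably expressing GPR55 and beta-arrestin-GFP; plate controls were DMSO negative control for no effect and LPI positive control for full effect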
NTR1 ag cell count 20 µM: recorded beside NTR1 ag, whose call it bears; cell count; measured here: cell count, cytotoxicity flag
An asterisk follows results filed as active; / = no result given; [ ] = another dose, or the depositor's remark.

SMILES	NTR1 ag	NTR1 ag cell count 20 µM	NOD1 NF-kB reporter	KOR beta-arrestin-1	KOR beta-arrestin-2	GPR35 arrestin U2OS	UTI89 phage lysis	MgcRacGAP inhibition	GPR55 antagonists	GPR55 beta-arrestin
CC(C)(C)c1ccc(N2C(=O)Cc3c2nc(N)c(C#N)c3N)cc1	2.0	47	-18%	2.2%	-37%	-6%	4.0%	2%	14%	-0.1%
CC1=NOC(=O)/C1=C/c1ccc2c(c1)OCO2	24	52	8%	-3.4%	-170%	-5%	-0.7%	11%	13%	0.1%
CN(CC(=O)N1CC=C(c2ccccc2)CC1)S(=O)(=O)c1cnc[nH]1	-0.4	41	-4%	-1.5%	16%	20%	0.1%	13%	17%	-0.2%
CCCc1ccc(OCC(=O)NNC(=O)c2cccnc2)cc1	-0.1	89	-30%	1.7%	24%	-10%	0.2%	10%	12%	-0.1%
CCCCCn1c(CN2CCN(c3cccc(Cl)c3)CC2)nc2c1c(=O)[nH]c(=O)n2C	32	57	13%	7.5%	-20%	2%	2.7%	1%	3%	-0.2%
CC(=O)Nc1ccc(NC(=O)c2ccccc2N(Cc2ccccc2)S(C)(=O)=O)cc1	-0.9	49	0%	-1.9%	15%	-7%	0.5%	12%	19%	0.0%
CN1CCN(S(=O)(=O)c2ccc(Br)c3nsnc23)CC1	4.1	76	-4%	3.9%	-40%	-4%	0.7%	10%	3%	0.0%
COc1ccc(CNC(=S)Nc2ccccc2-c2ccccc2)cc1	-0.8	62	-27%	0.1%	-9%	-2%	0.0%	8%	-2%	-0.4%
O=C1c2[nH]nc(-c3ccccc3O)c2C(c2ccccc2F)N1Cc1ccco1 (stereo not given)	12	67	11%	-1.6%	0%	-3%	-0.7%	7%	5%	-0.1%
COC(=O)c1[nH]c2cccc(OC)c2c1NC(=O)CN1CC(C)OC(C)C1 (stereo not given)	2.5	59	1%	9.2%	-13%	8%	0.0%	6%	5%	-0.1%
CC1(C)CC(=O)c2c(nn(-c3ccccc3)c2-c2ccncc2)C1	-1.2	83	-27%	0.5%	46%	5%	-0.6%	-5%	-3%	0.0%
Cc1cc(=O)oc2cc(OCC(=O)OCC(=O)NC(C)C)ccc12	1.3	49	18%	-2.7%	25%	-9%	-0.2%	1%	10%	-0.2%
COc1ccc(C2c3ccc(O)cc3Oc3ncn(Cc4ccco4)c(=N)c32)cc1 (stereo not given)	4.2	58	2%	3.2%	-7%	-4%	1.5%[50 µM]	6%	1.4µM*	0.4%
COc1cc(CN2C(=O)C(NC(=O)c3ccco3)(C(F)(F)F)C3=C2CC(C)(C)CC3=O)cc(OC)c1 (stereo not given)	0.7	76	-11%	3.2%	0%	-11%	0.0%	0%	0%	0.0%
Cn1c(=O)c2c(nc(Br)n2CCSc2nc3ccccc3o2)n(C)c1=O	3.3	62	-4%	1.2%	-10%	0%	0.3%	9%	-4%	-0.3%
COC(=O)CSCc1nc2ccccc2[nH]c1=O	-1.7	89	9%	-1.4%	23%	8%	-0.4%	9%	2%	-0.2%
C=CCSc1nc(N)c(C(=O)Nc2ccccc2C)cc1C(N)=O	0.4	58	-1%	-2.9%	2%	16%	0.9%	11%	4%	-0.1%
CC(C)C(=O)Nc1nnc(CCc2nnc(NC(=O)C(C)C)s2)s1	-1.1	53	-19%	-5.4%	-11%	21%	0.6%	2%	4%	-0.1%
Cc1ccc(CN2CCN(Cc3cc4ccccc4o3)CC2CCO)cc1 (stereo not given)	-0.5	66	23%	2.4%	-29%	3%	-0.8%	-2%	10%	-0.3%
COc1cc(-c2noc(C)c2C#CC2(N)CCCCC2)cc(OC)c1OC	-1.0	48	-20%	-0.3%	-39%[20 µM]	5%	-0.7%	9%	4%	-0.3%
CCCCNc1c([N+](=O)[O-])ncn1C	-0.8	65	-13%	-0.5%	8%	-1%	/	/	-3%	0.0%
O=C(Nc1ccc2c(c1)OCO2)Nc1ccc(F)cc1F	0.5	39	-57%	3.2%	-12%	-5%	0.1%	9%	-4%	0.0%
CC(=O)Nc1ccc(N2C(=O)CSC2c2ccccc2)cc1 (stereo not given)	0.2	68	-10%	1.0%	-7%	1%	0.0%	10%	4%	-0.1%
COc1cc2c(cc1OC)CN(C(=O)CCc1c[nH]c3ccccc13)[C@H](C(=O)O)C2	-1.5	59	1%	2.3%	-6%	-9%	0.1%	15%	5%	-0.1%
COc1ccc(S(=O)(=O)N2CCC(C(=O)N[C@@H](C)C(=O)NC3CCCC3)CC2)cc1	-0.8	59	-13%	4.0%	-5%	4%	0.2%	15%	-3%	-0.1%
C/C(=C\c1ccc(Cl)cc1)C(=O)c1c(C)cc(C)[nH]c1=O	-0.3	63	17%	1.0%	-23%[20 µM]	-2%	0.6%	8%	4%	0.4%
CC(C)n1c(SCc2cc(=O)[nH]c3ccccc23)nc2c1c(=O)n(C)c(=O)n2C	1.1	48	-19%	-1.1%	-29%	-4%	0.0%	4%	3%	0.2%
CC1CCN(c2c([N+](=O)[O-])nn(-c3ccc4c(c3)OCCO4)[n+]2[O-])CC1	0.5	85	-6%	-6.4%	/	0%	-0.3%	5%	15%	0.1%
O=C(Nc1scc(-c2cccs2)c1C(=O)O)c1cccs1	-1.1	29	-40%	-2.3%	4%	-9%	0.8%	28%	6%	0.4%
CCCN1CCc2[nH]c(=S)[nH]c(=O)c2C1	1.5	43	-2%	9.3%	2%	-3%	1.6%[50 µM]	-4%	-10%	-0.6%
N#Cc1nc(COc2ccc(Br)cc2)oc1N1CCN(Cc2ccccc2)CC1	/	/	-21%	-1.3%	-3%	-8%	-0.2%	7%	8%	0.3%
COC1=NS(=O)(=O)c2ccccc21	-2.5	77	-15%	4.2%	-12%	-2%	2.4%[50 µM]	7%	6%	0.4%
O=C(c1cc(-c2ccco2)on1)N1CCc2ccccc2C1	-1.3	53	-44%	-2.2%	6%	9%	3.2%	7%	-8%	-0.1%
CC(=O)N1N=C(c2ccc(C)c([N+](=O)[O-])c2)OC1(C)C	2.7	50	-4%	-0.4%	34%	-5%	3.0%	9%	-5%	0.5%
O=C(COC(=O)c1cc(S(=O)(=O)N2CCCCC2)ccc1Cl)NCc1ccco1	0.7	43	-21%	-2.8%	1%	-7%	0.3%	6%	-10%	0.2%
CN(C)S(=O)(=O)N1CCN(S(=O)(=O)c2ccc(F)cc2)CC1	-0.2	48	-2%	-1.3%	-16%	18%	-0.1%	5%	0%	0.2%
NC(=O)CSc1oc(-c2ccco2)nc1S(=O)(=O)c1ccc(F)cc1	1.3	34	-32%	0.5%	-49%	-1%	0.1%	7%	-2%	-0.1%
Cn1c(SCc2c(F)cccc2Cl)nnc1-c1cccs1	1.3	57	/	3.6%	1%	-16%	0.2%	1%	13%	0.2%
CN(c1ccccc1)S(=O)(=O)c1ccc(NC(=O)c2ccccc2)cc1	2.4	41	-12%	1.5%	3%	3%	7.1%	6%	0%	0.2%
CC1=C(C(=O)Nc2ccc(C)cc2C)C(c2ccc(C)o2)NC(=O)N1 (stereo not given)	0.7	50	1%	-4.1%	-9%	-8%	1.4%	8%	0%	0.0%
C/C(=N\NC(=O)c1ccccc1)c1ccccc1Br	-1.5	83	4%	11%	-3%	3%	0.3%	-7%	17%	0.0%
OCCNC(=S)NC1CCCCC1	-2.4	87	-11%	-1.2%	11%	17%	0.3%	6%	-10%	0.3%
O=C(CCCNC(=O)/C(=C/c1ccc(Br)cc1)NC(=O)c1ccccc1)OCc1ccccc1	1.2	92	-2%	-2.1%	14%	11%	0.1%	8%	-6%	0.0%
c1ccc(CN2CCC(N=C3NN=C(c4ccc5c(c4)OCCO5)CS3)CC2)cc1	-0.3	38	-16%	-3.2%	-30%[20 µM]	-11%	0.1%	20%	21%	0.2%
Cc1cc(-c2nn(-c3ccccc3F)cc2CN2CCCC(C(N)=O)C2)c(C)s1 (stereo not given)	4.0	62	-16%	-3.0%	-6%[20 µM]	8%	-0.4%	6%	14%	1.0%
O=C(Cc1sc(Nc2ccccc2)nc1-c1ccccc1)NCc1ccccc1	2.9	72	-22%	-1.3%	-15%	8%	4.9%	9%	-3%	-0.2%
COc1ccc(-c2cn3cccnc3n2)cc1	-0.8	51	-22%	-0.1%	-11%	0%	-2.2%	5%	15%	-0.8%
C#CCNC(=O)C1=C[C@@H](c2cn(C(C)=O)c3ccccc23)C[C@@H](OCc2ccc(CO)cc2)O1	1.3	53	-24%	-1.7%	-17%	-4%	0.5%	11%	13%	0.5%
CCOC(=O)CSc1nnc(CNC(=O)c2ccc(OC)cc2)n1C1CCCCC1	-0.4	65	-30%	11%	-10%	2%	0.1%	12%	17%	0.5%
Nc1nonc1-c1noc(CCCOc2ccc(Cl)cc2Cl)n1	-0.2	83	-32%	-1.1%	-7%	-4%	-0.5%	-3%	20%	-0.4%
Cc1ccccc1N1CCN(S(=O)(=O)c2ccc3oc(=O)ccc3c2)CC1	5.7	53	-18%	1.1%	22%	2%	-0.1%	1%	-8%	0.2%
Cc1ccc(C2(CC(=O)O)CCOC(C)(C)C2)cc1 (stereo not given)	0.1	89	5%	12%	3%	-16%	0.0%	4%	-6%	0.2%
CCc1ccc(/C=C\C(=O)N2CCc3ccccc3C2)cc1	2.0	45	-33%	0.4%	-13%	-6%	0.8%	7%	13%	0.3%
CCCCCc1c(C)[nH]c2nc3ccccc3n2c1=O	-0.6	107	-2%	-0.9%	-5%	-4%	0.2%	13%	-2%	0.0%
Cc1ccc(OC(=O)c2ccncc2)c(C)c1	-0.6	65	-46%	-2.3%	0%[20 µM]	4%	1.2%	21%	-10%	-0.2%
Cc1ccccc1NS(=O)(=O)c1ccc2[nH]cc(C(=O)N(C)Cc3ccco3)c(=O)c2c1	2.4	42	-12%	-4.7%	-2%	10%	0.1%	16%	11%	0.0%

Records listed so far shown as hits in GPR55 antagonists:
Molecule	NOD1 NF-kB reporter	KOR beta-arrestin-1	KOR beta-arrestin-2	GPR35 arrestin U2OS	MgcRacGAP inhibition	GPR55 antagonists	GPR55 beta-arrestin
COc1ccc(C2c3ccc(O)cc3Oc3ncn(Cc4ccco4)c(=N)c32)cc1 (stereo not given)	2%	3.2%	-7%	-4%	6%	1.4µM*	0.4%

Only part of the results is shown, so the mix of outcomes need not match the whole.
